GPR55 LPI antagonism = GPR55 antagonists blocking LPI-driven arrestin recruitment, primary screen, imaging, U2OS, beta-arrestin-GFP, LPI agonist (AID 2013); U2OS GPR55 beta-arrestin-GFP translocation imaging, LPI antagonism; higher % means a stronger effect; 290,000 tested, 0.13% active; inhibition, % at 10 µM, or IC50 in µM where a hit was titrated;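 active means spots per cell inhibited over 60%, with over 100 cells counted and total cytoplasm intensity under 500,000; inconclusive means wells with under 100 cells, flagged as likely toxic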;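 further: U2OS cells stably carrying GPR55 and arrestin-GFP stimulated by 5 µM LPI near EC80; imaged beta-arrestin-GFP aggregate spots per cell after agonist stimulation; plate controls were LPI-stimulated DMSO wells for no effect and DMSO wells without LPI for full effect; some results filed as inactive read as strong as hits; confirmed hits need IC50 under 10 µM and bright autofluorescent wells are also inconclusive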
NTR1 ag = agonists of NTR1, primary screen, imaging, U2OS cells, beta-arrestin-GFP, high content (AID 493036); P30989; NTR1-U2OS beta-arrestin-GFP spot imaging, agonist mode; activation, % at 20 µM; 330,000 tested, 0.17% active;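 active means activation at or above 40% of the spot to cytoplasm intensity ratio, with at least 20 cells analyzed; inconclusive means wells under 20 cells, flagged as cytotoxic or low count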;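 further: 0% = DMSO without peptide and 100% = 100 nM NTR1 peptide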
Target sequence (P30989 whole entry, looked up): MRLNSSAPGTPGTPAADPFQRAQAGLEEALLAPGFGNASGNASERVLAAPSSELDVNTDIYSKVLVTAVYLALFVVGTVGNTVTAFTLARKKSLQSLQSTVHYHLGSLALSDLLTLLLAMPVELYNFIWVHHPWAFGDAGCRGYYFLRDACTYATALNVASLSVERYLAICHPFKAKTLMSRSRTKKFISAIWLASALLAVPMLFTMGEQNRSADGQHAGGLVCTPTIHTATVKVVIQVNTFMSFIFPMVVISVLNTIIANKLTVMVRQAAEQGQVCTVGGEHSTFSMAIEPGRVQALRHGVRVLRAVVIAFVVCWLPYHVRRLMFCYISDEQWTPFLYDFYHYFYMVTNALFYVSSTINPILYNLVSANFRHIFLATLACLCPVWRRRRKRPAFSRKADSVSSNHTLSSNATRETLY
MgcRacGAP inhibition = MgcRacGAP GTPase-activating activity inhibitors, confirmation, biochemical, ADP Hunter fluorescence. AID 624330. inhibition, % at 30 µM, or IC50 in µM where a hit was titrated. MgcRacGAP-stimulated Rac1 GTP hydrolysis, ADP Hunter fluorescence; higher % means a stronger effect; GST-tagged Rac1 F28L mutant substrate. 340,000 tested, 0.6% active;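 active means first-screen hits whose inhibition reached a set limit at any dose in the follow-up dose series; inconclusive means inhibition above the set first-screen limit but never retested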;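 further: fluorescence reports GDP produced by GAP-driven GTP hydrolysis; strong numbers were not always called active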
Siah-1 displacement = blockers of Siah-1 interaction with plectin peptide – biochemical, fluorescence polarization, rhodamine-plectin, uHTS, primary screen (AID 1817); 290,000 tested, 0.02% active; displacement, % at 20 µM, or IC50 in µM where a hit was titrated; Siah-1 / rhodamine-plectin peptide fluorescence polarization; higher % means a stronger effect;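 active means displacement of at least 50% at 20 µM, with a fluorescence ratio check between 0.3 and a set limit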;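 further: plate controls were Siah plus tracer with DMSO for no effect and tracer alone without Siah for full effect; strong numbers were not always called active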
GPR35 arrestin U2OS = inhibition of zaprinast-stimulated GPR35 beta-arrestin translocation – imaging, U2OS, beta-arrestin-GFP, zaprinast agonist, primary screen (AID 2058); U2OS GPR35 beta-arrestin-GFP translocation imaging, zaprinast antagonism; higher % means a stronger effect; inhibition, % at 10 µM, or IC50 in µM where a hit was titrated; 290,000 tested, 0.052% active;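 active means inhibition of at least 50% with at least 30 cells and total cytoplasm GFP at most 10,000,000; inconclusive means under 30 cells or total GFP of 10,000,000 plus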
LYP phosphatase = PTPN22 lymphoid phosphatase activity blockers – biochemical, fluorescence intensity, uHTS (AID 1779). 290,000 tested, 0.054% active. recombinant LYP phosphatase, fluorescence intensity; higher % means a stronger effect. one-dose inhibition, % at 11.5 µM; IC50 in µM for titrated hits; in the data active means inhibition above about 50%;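 further: plate controls were vehicle with enzyme for no effect and no enzyme for full effect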
HIV peptide binding = cell-free HIV fusion peptide-binding blockers – biochemical, uHTS, fluorescence dequenching, primary screen (AID 1986). one-dose inhibition, % at 20 µM; IC50 in µM for titrated hits. 290,000 tested, 0.3% active. cell-free peptide binding, fluorescence dequenching, 30 min; higher % means a stronger effect; in the data active means inhibition mostly above about 52%, no sharp cut-off; inactive means mostly below about 76%; further: some results filed as inactive read as strong as hits
Myeloid diff 2 = promotes myeloid progenitor differentiation. calls only at 10 µM. ER-HoxA9 myeloid progenitors, lysozyme-GFP differentiation, flow cytometry. 360,000 tested, 1% active;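 active means normalized GFP-positive differentiation at or above the plate's own cutoff, the solvent-only control mean plus 3 SD; inconclusive means no clear call, values can overlap the other calls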;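 further: cells exposed to compound for four days before flow analysis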
Salmonella PhoP GFP = PhoP-dependent GFP reporter repression – Salmonella Typhimurium, primary screen (AID 1863); S. Typhimurium PhoP-regulated promoter GFP reporter, 4 h; higher % means a stronger effect; one-dose inhibition, % at 50 µM; IC50 in µM for titrated hits; 300,000 tested, 0.16% active;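 active means inhibition over 29.93%, a cutoff 3 SD above the screen mean, later confirmed by dose response; inconclusive means inhibition over 29.93% but no dose response follow-up; inactive means inhibition at most 29.93% or unconfirmed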;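 further: 0% = low Mg2+ inducing control and 100% = high Mg2+ repressing control; strong numbers were not always called active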
NTR1 ag cell count 20 µM = further read-out of NTR1 ag, marked with its call; cell count; measured here: cell count, cytotoxicity flag
Myeloid diff 2 GFP+ MAC1+ % = second read-out of Myeloid diff 2, no call of its own (marks repeat the call); GFP+ MAC1+ double positive, %; measured here: differentiation confirmed by MAC1 staining
Active calls of the source: *; i = inactive; ? = inconclusive; · = not tested or not shown; + = active, no number.

SMILES	GPR55 LPI antagonism	NTR1 ag	NTR1 ag cell count 20 µM	MgcRacGAP inhibition	Siah-1 displacement	GPR35 arrestin U2OS	LYP phosphatase	HIV peptide binding	Myeloid diff 2	Myeloid diff 2 GFP+ MAC1+ %	Salmonella PhoP GFP
Clc1ccc(-c2nnsc2SCc2ccccc2)cc1	19%	2.0	62	3%	6%	6%	1%	1.5%	i	3.4	-11%
O=C(COc1ccc(Cl)cc1Cl)N/N=C/c1ccccn1	-14%	0.4	54	6%	-2%	-7%	-8%	0.7%	i	0.8	1%
O=C(NCCCO)C(=O)NCc1ccccn1	6%	0.3	42	-13%	-4%	-6%	-7%	-1.2%	i	0.0	-1%
Cc1ccccc1C(=O)NC1CCN(CC(=O)NC2CCCCC2)CC1	-8%	-0.9	39	7%	-3%	-1%	2%	1.4%	i	1.5	-10%
O=C(Nc1ccc(F)cc1)N(CCCN1CCOCC1)Cc1cc2cc3c(cc2[nH]c1=O)OCCO3	8%	-1.9	51	7%	-4%	3%	-10%	-1.9%	i	0.5	11%
CCn1c(C)nc2c(C)[n+](CC(=O)c3ccc(Br)cc3)ccc21	6%	-1.1	85	9%	-8%	0%	-6%	1.8%	i	0.0	-1%
COc1cccc(CC2(CO)CCCN(Cc3cn(C)c4ccccc34)C2)c1 (centres undefined)	8%	0.0	83	8%	3%	-7%	-8%	-0.8%	i	0.1	·
Cc1c(Cl)c([N+](=O)[O-])nn1CC(=O)N1CCN(Cc2ccccc2)CC1	-9%	0.7	66	1%	3%	2%	2%	-1.4%	i	0.1	10%
NNc1nc2c(-c3ccc(F)cc3)nnn2c2ccccc12	10%	4.5	47	7%	-10%	-10%	0%	47%	+	0.7*	0%
Cc1cccc(/C=C/c2onc(C)c2S(=O)(=O)N2CCC(C(=O)N3CCCCCC3)CC2)c1	4%	2.4	74	-8%	1%	0%	-9%	0.4%	?	·	4%
O=C(O)CN1C(=O)/C(=C\c2cccc(OCc3ccc(Cl)cc3Cl)c2)SC1=S	5%	3.9	66	15%	29%	-12%	3%	13µM*	i	0.6	-4%
CCN(CC)Cc1c(O)ccc2c(=O)c(Oc3ccccc3OC)coc12	0%	0.8	46	13%	-2%	22%	-8%	-3.7%	i	0.7	-5%
CNC(=S)NNC(=O)c1cccn(Cc2ccc(Cl)cc2Cl)c1=O	10%	-1.9	89	·	-4%	3%	-7%	-6.6%	·	·	4%
COc1ccc(/C=C/C(=O)Nc2ccc3nc4n(c(=O)c3c2)CCCC4)cc1OC	-2%	1.6	31	-1%	21%	-9%	1%	-0.9%	i	1.5	-7%
OCC1(Cc2ccc(Cl)cc2)CCN(Cc2ccc(Oc3ncccn3)cc2)CC1	14%	-0.7	32	·	42%	1%	-7%	-1.0%	i	0.0	6%
COc1ccc(NC(=O)c2ccc3[nH]c(C)c(C)c3c2)cc1	-2%	0.5	70	7%	-7%	15%	-4%	-2.5%	i	0.4	6%
Cc1cccc(N2CCN(C(=S)Nc3ccc4nc5n(c(=O)c4c3)CCCCC5)CC2)c1C	2%	4.8	47	-3%	-2%	5%	-6%	-1.1%	i	0.6	0%
O=c1ccc2cc(S(=O)(=O)N3CCOCC3)ccc2o1	3%	-0.3	72	14%	-4%	18%	-2%	-1.4%	i	0.9	-7%
NC(=O)c1cc(-c2ccncc2)nc2ccc(Cl)cc12	-11%	2.0	56	14%	-5%	-9%	-11%	-0.2%	i	0.7	3%
O=c1n(-c2ccccc2)c(=O)n(Cc2ccccn2)n1Cc1ccccn1	6%	-2.5	74	6%	1%	-4%	-5%	-0.7%	i	0.5	-7%
O=c1oc2ccccc2c(NC2CCCCC2)c1NS(=O)(=O)c1ccc(F)c(Cl)c1	-4%	7.0	66	9%	-2%	34%	-1%	-1.6%	i	1.3	17%
C=CCn1c(=N)n(CC(O)c2ccco2)c2ccccc21 (centres undefined)	4%	6.8	83	0%	-5%	-12%	-8%	0.3%	i	0.0	-16%
CCc1ccc(NC(=O)C(C)OC(=O)CCC(=O)c2cccs2)cc1 (centres undefined)	0%	-1.0	61	-4%	2%	-3%	-6%	1.6%	i	0.8	16%
O=C(COc1ccccc1)Nc1ccc2oc(=O)ccc2c1	-7%	-0.9	46	7%	0%	-10%	-8%	-1.7%	i	2.7	3%
Cc1cccn2cc(CCNC(=O)c3ccc(Br)o3)nc12	-1%	2.6	54	3%	-2%	12%	-6%	-0.6%	i	2.8	-1%
CCOC(=O)c1ccc(NC(=O)c2cnccn2)cc1	-1%	-2.6	102	4%	1%	-12%	-7%	3.7%	i	0.8	2%
CCOC(=O)C(NC(=O)Nc1ccc(F)cc1F)(Oc1ccc(F)cc1)C(F)(F)F (centres undefined)	12%	-0.1	37	7%	11%	-9%	-2%	-0.3%	i	0.3	-3%
CCN(CC)CCN1CCn2c3c(c4cc(C)ccc42)CCCC31 (centres undefined)	-4%	-0.8	110	24%	4%	-2%	-6%	6.4%	i	0.7	2%
Cc1ccc2occ(/C=N/NC(=O)[C@@H](N)Cc3ccccc3)c(=O)c2c1	12%	-1.6	48	15%	8%	9%	-8%	0.6%	i	0.4	-5%
Cc1cc(NC(=O)c2ccco2)c(=O)n(Cc2c(F)cccc2Cl)c1	10%	2.8	51	7%	2%	-3%	-6%	-1.8%	·	·	8%
Cc1noc(/C=C/NCc2cccnc2)c1S(=O)(=O)N(C)CC(=O)N1CCc2ccccc21	-14%	-1.1	95	-1%	0%	-8%	5%	1.3%	i	1.0	10%
CCCn1cc(CN2CCc3ccc(NC(=O)C4CCCO4)cc3C2)c(C)n1 (centres undefined)	9%	-0.3	71	2%	3%	3%	-11%	3.0%	i	0.8	-7%
CC(C)c1nc2cc(C(=O)N3CCNC(=O)C3c3cccc(F)c3)ccc2o1 (centres undefined)	8%	0.9	52	3%	8%	8%	-8%	-0.6%	i	1.6	3%
COCCCNC(=S)N(Cc1ccccc1)Cc1nc2ccccc2c(=O)[nH]1	5%	0.7	63	13%	7%	-18%	-1%	-0.5%	i	0.4	-1%
CCNC(=O)COc1ccc(F)cc1C(=O)c1cnn(-c2ccccc2)c1	-1%	0.0	64	8%	2%	6%	-10%	-0.9%	i	4.7	4%
CCOc1ccccc1NC(=O)C1CCCN(S(=O)(=O)c2cccc3nsnc23)C1 (centres undefined)	5%	1.5	49	5%	-5%	-6%	4%	0.1%	i	1.3	9%
CC(=O)n1nc(-c2ccccc2)nc1NCc1cccs1	-2%	5.4	68	2%	11%	4%	2%	-1.2%	i	0.1	-6%
O=C(Cc1noc2ccccc12)Nc1ccccn1	-3%	-2.3	43	4%	0%	9%	2%	0.3%	i	1.0	6%
COc1ccc(S(=O)(=O)N2CCOC23CCN(C(=O)c2ccc(Cl)cc2Cl)CC3)cc1	12%	2.8	65	15%	2%	-8%	-9%	-1.5%	i	0.5	-7%
CSc1nnc(SCC(=O)NC(=O)c2ccccc2)s1	·	0.7	64	6%	·	·	·	·	i	0.3	-6%
Cc1c(C(=O)O)sc2nc(CSc3ncc(C(F)(F)F)cc3Cl)[nH]c(=O)c12	2%	1.9	47	1%	i	-8%	-3%	9.1%	i	1.6	-1%
CC1(C)C(c2ccccc2)=[N+]([O-])C2(CCCCC2=O)N1O (centres undefined)	-6%	-1.8	75	1%	2%	9%	-4%	1.9%	i	0.6	6%
O=C(Nc1ccc(N2CCOCC2)c(Cl)c1)c1cc(F)c(F)cc1Cl	5%	2.6	88	3%	0%	-10%	-8%	-0.9%	i	1.6	3%
CCCCn1c(SCc2cccc([N+](=O)[O-])c2)nc2ccsc2c1=O	24%	6.8	76	-1%	1%	-18%	0%	0.4%	i	0.7	-4%
O=C(N/N=C/c1coc2ccc(Cl)cc2c1=O)c1cc(O)cc(O)c1	14%	3.4	61	10%	0%	4%	-8%	-0.4%	i	0.5	69µM*
CC(C)C(=O)N1CCN(c2ccccc2NC(=S)NC(=O)Cc2ccccc2)CC1	8%	6.0	80	5%	3%	-6%	-4%	1.3%	i	3.2	-1%
CC(c1ccco1)N(C(=O)c1cccc(S(=O)(=O)N(C)C)c1)c1ccccn1 (centres undefined)	1%	0.4	37	3%	10%	5%	-4%	0.3%	i	0.6	4%
Cc1ccnc(NC(=O)CN2C(=O)c3ccccc3C2=O)c1	1%	-1.0	35	8%	6%	-12%	-8%	3.8%	i	0.2	-6%
COc1cc(/C=N/NC(=O)c2cccnc2)ccc1OC(=O)c1cccc(Br)c1	6%	6.8	55	19%	-4%	-13%	-6%	-0.6%	i	0.2	7%
COc1cccc(NC(=O)c2cc(-c3cccnc3)nc3c(Cl)cccc23)c1	15%	14	62	3%	0%	-8%	9%	0.5%	·	·	-4%
COc1cccc(-n2nc(-c3ccnn3-c3ccc(C)cc3)c(=O)n(C)c2=O)c1	-6%	2.1	54	8%	0%	10%	1%	1.8%	i	0.5	-2%
COc1cc(OC)cc(-c2nc(N)n[nH]2)c1	-2%	0.2	69	8%	2%	-2%	-7%	-3.7%	i	0.9	14%
Cc1cc(C)cc(NS(=O)(=O)c2ccc3[nH]cc(C(=O)N4CCc5ccccc54)c(=O)c3c2)c1	-8%	4.2	45	-6%	-7%	7%	-4%	11%	i	1.1	23%
c1ccc(Cc2ccc(OCCn3ccnc3)cc2)cc1	2%	0.8	64	10%	1%	-4%	-12%	-0.6%	i	0.3	4%
CC1=C(C(=O)OCC(C)C)[C@]23C(=O)c4ccccc4[C@@]2(O1)OC(N)=C3C#N	9%	-0.4	82	5%	-2%	8%	-2%	-1.7%	i	0.3	3%
CN=c1sc2ccccc2n1CC(O)COCc1ccco1 (centres undefined)	-10%	-0.4	54	4%	0%	0%	-6%	-1.8%	+	1.1*	-3%
CCOC(=O)C1=C(C)NC(=O)C1CC(=O)Nc1ccccc1 (centres undefined)	10%	-1.6	44	·	1%	14%	-7%	1.0%	·	·	-4%

Screens from PubChem BioAssay.
